PMI act satM6P – PMI (human) activation, high substrate. coupled PMI enzyme assay, resazurin fluorescence, 20 min; stronger effect = higher value; 1 = untreated enzyme, 0 = substrate-free blank. activation factor at 20 µM. hit rate 0.34% among 190,000;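 active = activation factor of 2 or more at 20 µM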
Target sequence (P34949 whole entry, looked up): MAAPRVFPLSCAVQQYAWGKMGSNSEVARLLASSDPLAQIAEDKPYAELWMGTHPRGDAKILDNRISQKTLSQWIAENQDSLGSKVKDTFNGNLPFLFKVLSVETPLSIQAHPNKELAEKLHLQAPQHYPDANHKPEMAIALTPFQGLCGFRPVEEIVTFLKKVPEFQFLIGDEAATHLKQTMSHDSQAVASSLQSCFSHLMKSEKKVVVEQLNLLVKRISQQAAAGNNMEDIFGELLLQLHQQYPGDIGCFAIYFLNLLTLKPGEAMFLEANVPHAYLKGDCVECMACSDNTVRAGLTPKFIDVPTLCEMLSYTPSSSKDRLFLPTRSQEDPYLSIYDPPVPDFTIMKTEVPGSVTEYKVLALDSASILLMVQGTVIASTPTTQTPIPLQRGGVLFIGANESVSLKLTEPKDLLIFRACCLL
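Test system – human PMI in coupled enzyme assay · Timing – 20 min incubation at room temperature · Detection – Diaphorase-driven resazurin-to-resorufin fluorescence, excitation 544, emission 590 nm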
bIAP act – intestinal alkaline phosphatase (bovine) activation; purified bovine IAP, CDP-star luminescence, 30 min; stronger effect = higher value; fold of DMSO-control signal, blank-subtracted; activation factor at 20 µM; hit rate 0.17% among 200,000;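 active = activation factor of 2 or more at 20 µM, a signal rise over negative controls twice the positive control's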
Diaph inh CS – counter-screen for diaphorase-based assays: diaphorase inhibitors and chemical oxidizers; inhibition, % at 20 µM; AID 1217; hit rate 0.69% among 190,000; diaphorase resazurin-to-resorufin fluorescence, NADH, 16 min; bacterial (C. kluyveri) enzyme, not human;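 active = primary screen inhibition at 20 µM above a set limit, cut at about 50% in these data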;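 note: plate controls were DMSO with full reaction for no effect and wells lacking NADH for full effect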
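Benchmarks: positive control wells lacking NADH, neutral wells with DMSO only. System: bacterial diaphorase enzyme (C. kluyveri). Input: 0.14 U/mL diaphorase, enzyme working solution. Detection: resorufin fluorescence, excitation 544 nm, emission 590 nm. Times: 16-min room-temperature incubation before reading.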
bIAP inh – intestinal alkaline phosphatase (bovine) inhibition; purified bovine IAP, CDP-star luminescence, 30 min; inhibition, % at 20 µM; 190,000 tested, under 10 active; AID 1019;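 active = over 50% inhibition of intestinal alkaline phosphatase at 20 µM in the single-dose screen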
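test system = bovine IAP enzyme | medium = DEA buffer 100 mM, pH 9.8, with MgCl2 1.0 mM, ZnCl2 0.02 mM | detection = luminescence | dosing = single compound dose of 20 µM, 2% DMSO final | incubation = 30 min reaction at room temperature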
Diaph act CS – diaphorase activation or chemical reduction counter-screen; Diaphorase/resazurin coupled assay, resorufin fluorescence, 16 min; stronger effect = higher value; 1 = vehicle wells, 0 = NADH-free wells; activation factor at 20 µM; hit rate 0.005% among 190,000; AID 1229;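 active = diaphorase activity raised at least twofold by the compound at 20 µM; inactive = activation factor below 2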
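System – purified diaphorase enzyme from Clostridium kluyveri · Input – enzyme 0.07 U/mL final · Also added – final NADH 0.114 mM, resazurin 0.1 mM · Measured by – fluorescence of resorufin, 544 nm excitation, 590 nm emission · Timing – 16 min enzyme reaction, ambient temperature · Measure – resorufin increase flagging diaphorase activators or reducers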
L major viab – Leishmania major promastigote growth inhibition. Leishmania major promastigotes, resazurin fluorescence viability. inhibition, % at 10 µM. hit rate 9% among 200,000; in the data active = inhibition above about 50%;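 note: promastigotes grown with compound for 44 hours at 28 °C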
PMI activator – activators of human phosphomannose isomerase; AID 1214; hit rate 0.005% among 190,000; activation factor at 20 µM; purified human PMI, coupled resazurin fluorescence, 20 min; stronger effect = higher value; 1 = vehicle control, 0 substrate-free wells;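 active = activation factor of 2 or more at 20 µM, relative to plate controls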
TNAP inh noacc – inhibitors of human TNAP without phosphate acceptor. P05186. purified TNAP, CDP-star luminescence, 30 min. inhibition, % at 20 µM. hit rate 0.26% among 200,000;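 active = tissue-nonspecific alkaline phosphatase inhibition above about 50% at 20 µM in the single-dose screen, limit read from the data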;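 note: 0% = DMSO negative control and 100% = EDTA positive control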
Target sequence (P05186 whole entry, looked up): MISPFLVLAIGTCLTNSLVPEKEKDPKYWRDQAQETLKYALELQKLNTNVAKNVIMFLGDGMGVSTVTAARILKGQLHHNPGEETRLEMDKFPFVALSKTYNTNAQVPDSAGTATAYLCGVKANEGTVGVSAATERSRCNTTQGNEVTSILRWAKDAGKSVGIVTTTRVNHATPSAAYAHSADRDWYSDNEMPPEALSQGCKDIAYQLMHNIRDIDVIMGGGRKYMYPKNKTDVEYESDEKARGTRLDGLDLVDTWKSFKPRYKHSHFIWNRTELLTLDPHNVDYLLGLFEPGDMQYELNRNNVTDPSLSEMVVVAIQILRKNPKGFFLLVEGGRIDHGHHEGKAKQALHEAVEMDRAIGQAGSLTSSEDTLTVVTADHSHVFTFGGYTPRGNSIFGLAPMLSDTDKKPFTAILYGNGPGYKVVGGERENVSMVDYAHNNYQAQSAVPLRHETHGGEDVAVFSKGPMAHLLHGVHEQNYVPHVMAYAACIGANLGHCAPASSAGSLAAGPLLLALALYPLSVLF
TNAP inh hiacc – inhibitors of human TNAP at high phosphate acceptor concentration | inhibition, % at 20 µM | P05186 | purified TNAP, CDP-star luminescence, 1 M DEA | hit rate 0.03% among 200,000;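 active = over 50% inhibition of tissue-nonspecific alkaline phosphatase at 20 µM in the single-dose screen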;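 note: plate controls were DMSO wells for no effect and EDTA-quenched wells as full inhibition for full effect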
TNAP act hiacc – increases human TNAP activity under high phosphate acceptor concentration | P05186 | purified TNAP, CDP-star luminescence, 1 M DEA, 30 min; stronger effect = higher value; 0 = EDTA background, 1 = DMSO-only activity | activation factor at 20 µM | 200,000 tested, under 10 active;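 active = activation factor at least 2 at 20 µM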
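Measured by: Luminescent substrate turnover signal | Test system: Human TNAP | Input: TNAP 1/800 final | Dosing: 20 µM single point | Schedule: 30 min, room temperature | Controls: EDTA wells as negative control, DMSO wells as positive control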
* marks the source's active call; other numbers are inactive results; · = no result given. An unsorted share of the library; any-hit rate near 10%.

Order of values – PMI activator | bIAP act | bIAP inh | Diaph inh CS | Diaph act CS | TNAP inh noacc | PMI act satM6P | TNAP inh hiacc | TNAP act hiacc | L major viab
Cc1ccc(-c2nc3ccccc3o2)cc1NC(=S)NC(=O)/C=C/c1ccco1
 : 1 | 0.9 | 13 | 13 | 0.9 | -14 | 1 | -6 | 1.1 | -2
CC(C)CC(=O)Nc1ccccc1N1CCOCC1
 : 1.2 | 1 | 3 | -18 | 1.2 | 3 | 1.2 | -12 | 1.1 | -4
O=C(NCC(O)c1ccc([N+](=O)[O-])cc1)c1cccc(S(=O)(=O)N2CCCC2)c1 (configuration not stated)
 : 0.9 | 0.9 | 14 | 8 | 0.9 | -3 | 0.9 | -1 | 1 | -2
COc1ccc(C2C=C(c3ccc(Cl)cc3)Nc3nc(NC(C)=O)nn32)cc1 (configuration not stated)
 : 1.3 | 1.1 | -12 | -8 | 1.1 | -10 | 1.4 | -5 | 1.1 | -10
CCC(=O)Nc1cccc(NC(=O)c2ccc(C)c([N+](=O)[O-])c2)c1
 : 0.9 | 0.9 | 13 | 14 | 0.9 | -10 | 1 | -7 | 1.1 | 5
CCCCOC(=O)CNc1n[nH]c(=S)[nH]c1=O
 : 1.1 | 1.1 | -7 | 15 | 0.8 | -9 | 1.1 | -1 | 1 | -4
Cc1c(NC(=O)c2ccc3c(c2)C(=O)N(CC2CCCO2)C3=O)cccc1C(=O)O (configuration not stated)
 : 1 | 1 | 4 | -4 | 1 | -11 | 1 | -2 | 1 | -4
CCc1ccc2[nH]c(=O)c(CN(CCO)C(=O)NCc3ccccc3)cc2c1
 : 0.9 | 1 | -3 | 4 | 1 | -4 | 1 | 2 | 1 | ·
N#Cc1c(-c2ccccc2)c(-c2ccccc2)nn(CC(=O)NNC(=O)Nc2ccc(Cl)c(Cl)c2)c1=O
 : 0.9 | 1.1 | -15 | 17 | 0.8 | 0 | 0.9 | -4 | 1 | -10
Cn1ncc(N2CCN(C(=O)c3ccc(Cl)cc3)CC2)c(Cl)c1=O
 : 1 | 1.1 | -11 | 8 | 0.9 | -11 | 1 | -3 | 1 | -8
COc1ccc(CN(C#N)c2nc(SC)nc(N(C)C)n2)cc1
 : 0.9 | 1 | 1 | 24 | 0.8 | -6 | 0.9 | -9 | 1.1 | 42
Cc1ccc(C2CCN(C(=S)Nc3cccc(C)c3)C2)cc1 (configuration not stated)
 : 0.9 | 0.9 | 12 | 25 | 0.7 | -22 | 0.9 | -8 | 1.1 | 5
CCOCC(=O)Nc1ccc(S(=O)(=O)Nc2ncccn2)cc1
 : 1 | 0.9 | 7 | -6 | 1.1 | -7 | 1 | -6 | 1.1 | -3
c1ccc(OCc2nc(-c3ccccc3)no2)cc1
 : 0.9 | 0.8 | 25 | 8 | 0.9 | -5 | 0.9 | 4 | 1 | -5
N#CCSc1nnc(Cc2cccc3ccccc23)n1C1CCCCC1
 : 0.9 | 1 | -4 | 14 | 0.9 | -11 | 0.7 | -4 | 1 | 6
Cc1ccc(Nc2c([N+](=O)[O-])cc(C(=O)N3CC(=O)Nc4ccccc43)cc2[N+](=O)[O-])c(C)c1
 : 0.9 | 0.9 | 14 | 21 | 0.8 | 2 | 1 | 7 | 0.9 | 88*
CCOC(=O)/C(C#N)=C/c1cn(CCC(=O)O)nc1-c1ccc(F)cc1
 : 0.9 | 1.1 | -5 | 1 | 1 | -7 | 1 | -1 | 1 | -4
CC(C)(C)NC(=O)C(c1ccco1)N(C(=O)c1ccc(CN2CCOCC2)o1)c1ccccc1 (configuration not stated)
 : 1 | 1 | -3 | 17 | 0.8 | -17 | 1 | -7 | 1.1 | 10
COCCN(CCOC)S(=O)(=O)c1ccc(/C(O)=C(\C#N)c2nc3ccccc3[nH]2)cc1
 : 1.1 | 1 | -2 | 6 | 0.9 | -14 | 1 | -6 | 1.1 | 1
CCc1nnc(SCC(=O)N2CCCc3ccccc32)nc1CC
 : 0.9 | 0.9 | 9 | 15 | 0.8 | -16 | 0.9 | -6 | 1.1 | 1
CCC1CCCCN1C(=O)N[C@@H](Cc1ccccc1)C(=O)O (some centres not stated)
 : 1 | 1 | 4 | 10 | 0.9 | -8 | 1 | -1 | 1 | 34
Cc1cccc(Cn2c(N3CCN(c4ccccc4)CC3)nc3c2c(=O)n(C)c(=O)n3C)c1
 : 0.9 | 1.1 | -6 | 30 | 0.7 | -17 | 0.9 | -9 | 1.1 | -2
CC(C)NC(=O)C1CCN(C2CCN(CC3CC=CCC3)CC2)CC1 (configuration not stated)
 : · | 1.1 | -9 | · | · | -5 | · | 1 | 1 | 9
Cc1[nH]nc(SCC(=O)NC2CCCCC2)c1[N+](=O)[O-]
 : 1.2 | 0.8 | 17 | 0 | 1 | -5 | 1.1 | -5 | 1 | -4
CC1(C)Cc2ccccc2C(Nn2cnnc2)=N1
 : 1 | 1 | 0 | 12 | 0.9 | -9 | 0.8 | -1 | 1 | 3
Cc1ccc(-n2nc3ccc(NC(=S)NC(=O)/C=C/c4ccco4)cc3n2)cc1
 : 1 | 0.9 | 11 | 15 | 0.9 | -12 | 0.9 | 0 | 1 | 33
COc1ccc(OC)c(/C=N/NC(=O)c2csc3ccccc23)c1
 : 0.8 | 0.9 | 7 | 17 | 0.8 | -13 | 0.9 | -3 | 1 | -3
NNC(=O)c1cnn(Cc2ccccc2)c1N
 : 1.1 | 0.9 | 13 | 11 | 0.9 | -2 | 1.1 | -3 | 1 | -8
O=C(Nc1cc(C(F)(F)F)ccc1Cl)C(=O)N1CCCCC1
 : 1 | 1.1 | -12 | -1 | 1 | -5 | 1 | -1 | 1 | -7
Cc1ccc(CN2CCN(Cc3ccc(O)cc3)CC2CCO)o1 (configuration not stated)
 : 0.9 | 1.1 | -10 | 20 | 0.8 | -4 | 0.8 | 0 | 1 | -2

Continued (3 carried over from the part before).
Order of values – PMI activator | bIAP act | bIAP inh | Diaph inh CS | Diaph act CS | TNAP inh noacc | PMI act satM6P | TNAP inh hiacc | TNAP act hiacc | L major viab
NNC(=O)c1cnn(Cc2ccccc2)c1N
 : 1.1 | 0.9 | 13 | 11 | 0.9 | -2 | 1.1 | -3 | 1 | -8
O=C(Nc1cc(C(F)(F)F)ccc1Cl)C(=O)N1CCCCC1
 : 1 | 1.1 | -12 | -1 | 1 | -5 | 1 | -1 | 1 | -7
Cc1ccc(CN2CCN(Cc3ccc(O)cc3)CC2CCO)o1 (configuration not stated)
 : 0.9 | 1.1 | -10 | 20 | 0.8 | -4 | 0.8 | 0 | 1 | -2
CC(C)c1nccn1S(=O)(=O)c1cc(Cl)ccc1Cl
 : 0.9 | 0.9 | 14 | 18 | 0.8 | -4 | 0.9 | 1 | 1 | -9
Cc1ccc(SCC(=O)Nc2cccc(-c3nnc(-c4ccco4)o3)c2)cc1
 : 0.9 | 0.8 | 22 | 25 | 0.7 | -13 | 0.9 | -2 | 1 | 17
Cn1cccc1Cc1nnc(SCC(=O)Nc2ccc(F)cc2F)n1-c1ccc(F)cc1
 : 1 | 1 | 2 | 16 | 0.8 | -17 | 1 | -1 | 1 | 1
CSc1nc(-c2ccccc2)nc(N)c1C(C)=O
 : 0.9 | 0.8 | 23 | 18 | 0.8 | -14 | 1 | -5 | 1 | -8
COc1ccc(OC)c(C2C(C(=O)c3cccs3)=C(O)C(=O)N2CCN(C)C)c1 (configuration not stated)
 : 1.4 | 1.1 | -6 | 12 | 0.9 | -4 | 1.3 | 0 | 1 | -6
Cc1cc(C(F)F)n2nc(C(=O)NCc3ccccc3F)nc2n1
 : 0.8 | 0.9 | 8 | 14 | 0.9 | -10 | 0.9 | -2 | 1 | -3
Cc1nn(C)cc1CNC(=O)c1cc2n(n1)C(C(F)(F)F)CC(c1cccs1)N2 (configuration not stated)
 : 1 | 1.1 | -6 | 4 | 1 | -5 | 1 | -1 | 1 | -4
O=C(Nc1cccnc1)c1coc(=O)c2ccccc12
 : 0.8 | 1 | -1 | 10 | 0.9 | -11 | 0.9 | 4 | 1 | 36
C[C@H]([C@@H](N)C(=O)N[C@@H](C(=O)O)[C@@H]1O[C@H](n2ccc(=O)[nH]c2=O)[C@@H](O)[C@H]1O)[C@@H](O)c1ccc(O)cn1
 : 1 | 1.1 | -6 | 8 | 0.9 | -85 | 0.9 | -5 | 1.1 | -4
CCCCC(=O)Nc1ccc2oc(-c3cccnc3)nc2c1
 : 1 | 1 | 4 | -3 | 1 | -9 | 1 | -3 | 1 | 0
O=Cc1cn(CC(=O)Nc2ccc3c(c2)OCO3)c2ccccc12
 : 1 | 1 | 2 | 12 | 0.9 | -4 | 1 | 3 | 1 | 2
COc1ccc(CCN(C)CCC(=O)Nc2cc(C)ccc2C)cc1OC
 : 1.1 | 0.6 | 44 | -10 | 1.1 | -10 | 1.1 | -4 | 1 | -4
COc1ccc(/C=N/n2c(C)nc3sc(C)c(C)c3c2=O)cc1OC
 : · | 1.1 | -9 | · | · | 0 | · | 1 | 1 | -4
O=[N+]([O-])c1cccc(CSc2nnc3ccccn23)c1
 : 1.1 | 1 | 2 | 7 | 0.9 | -3 | 1.1 | 0 | 1 | -4
O=S(=O)(Cc1ccccc1Cl)N1CCCC1
 : 1 | 1.1 | -8 | 5 | 0.9 | 2 | 0.9 | -1 | 1 | -2
CSc1nnc(-c2cc3c(s2)-c2ccccc2CC3)o1
 : 0.9 | 1 | 3 | 14 | 0.9 | -5 | 0.9 | -6 | 1.1 | 0
Cc1cc(C(=O)COC(=O)c2nc3nccc(C)n3n2)c(C)n1CC1CCCO1 (configuration not stated)
 : 1.1 | 1.1 | -6 | -2 | 1 | -6 | 1 | 1 | 1 | -6
COc1cc(Cl)c(C)cc1NC(=O)COc1cc(C)nc(C(C)C)n1
 : 1.1 | 1 | 3 | 11 | 0.9 | -15 | 1 | -6 | 1.1 | -5
COc1ccccc1N1CCN(S(=O)(=O)c2cnc[nH]2)CC1
 : 0.9 | 1.1 | -9 | 14 | 0.9 | -3 | 0.9 | -1 | 1 | -8
Cc1ccc(S(=O)(=O)NC(C)C(c2cccs2)N2CCOCC2)cc1 (configuration not stated)
 : 1.1 | 1 | 2 | -8 | 1.1 | 1 | 1.1 | -2 | 1 | 3
COc1ccc(C(=O)NC(=S)Nc2ccccc2N2CCOCC2)cc1Br
 : 0.8 | 1 | 5 | 29 | 0.7 | -13 | 0.8 | -1 | 1 | 7
Cc1cc2c(cc1C)/C(=C\C(N)=O)NC(C)(C)C2
 : 0.9 | 1 | 3 | 3 | 1 | -7 | 1 | -3 | 1 | 4
